Rpn11 inh: Rpn11 (human) deubiquitinase inhibition; human 26S proteasome, Ub4-pepOG fluorescence polarization; 20S core pre-blocked with epoxomicin; 360,000 compounds, 0.59% hits; calls only at 20 µM;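 active = inhibition at 20 µM, scaled to each plate's controls, above about 33%, limit read from the data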
bovine MsrA act: activates bovine MsrA enzyme. purified bovine MsrA, absorbance read-out. AID 602163. activation, % at 10.6 µM. 360,000 compounds, 0.3% hits; in the data active = activation above about 7.5%;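 also: 0% = vehicle and 100% = reference activator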
MsrA inh: inhibitors of bovine MsrA | purified bovine MsrA, absorbance read-out | inhibition, % at 15.5 µM | 360,000 compounds, 0.75% hits | AID 651718; in the data active = inhibition above about 4.5%;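 also: 0% = vehicle wells with enzyme and 100% = reference inhibitor wells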
eLon inh: inhibits E. coli Lon protease. P0A9M0. inhibition, % at 7.94 µM. AID 602123. purified E. coli Lon protease, fluorescence polarization. 360,000 compounds, 0.42% hits; in the data active = inhibition above about 13%, passing the limit was not always enough;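 also: 0% = enzyme with probe and DMSO and 100% = no enzyme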
FAS TE block: FAS thioesterase (human) inhibition; P49327; recombinant FAS-TE, OMFH fluorogenic substrate, fluorescence endpoint; inhibition, % at 15 µM; 360,000 compounds, 0.67% hits;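 active = compounds whose normalised, plate-corrected inhibition of enzyme fluorescence in the single-dose primary screen is 50% or more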;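 also: 0% = DMSO with enzyme and 100% = substrate without enzyme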
MLLE-PAM2 inh: inhibitors of microRNA-mediated deadenylation, human PABP1 MLLE binding; GST-MLLE / FITC-PAM2 fluorescence polarization; inhibition, % at 20 µM; 360,000 compounds, 0.36% hits; P11940; in the data active = inhibition above about 35%, passing the limit was not always enough;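 also: plate controls were DMSO wells with GST-MLLE for no effect and wells lacking GST-MLLE protein for full effect; some results filed as inactive read as strong as hits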
Target sequence (P11940 whole entry, looked up): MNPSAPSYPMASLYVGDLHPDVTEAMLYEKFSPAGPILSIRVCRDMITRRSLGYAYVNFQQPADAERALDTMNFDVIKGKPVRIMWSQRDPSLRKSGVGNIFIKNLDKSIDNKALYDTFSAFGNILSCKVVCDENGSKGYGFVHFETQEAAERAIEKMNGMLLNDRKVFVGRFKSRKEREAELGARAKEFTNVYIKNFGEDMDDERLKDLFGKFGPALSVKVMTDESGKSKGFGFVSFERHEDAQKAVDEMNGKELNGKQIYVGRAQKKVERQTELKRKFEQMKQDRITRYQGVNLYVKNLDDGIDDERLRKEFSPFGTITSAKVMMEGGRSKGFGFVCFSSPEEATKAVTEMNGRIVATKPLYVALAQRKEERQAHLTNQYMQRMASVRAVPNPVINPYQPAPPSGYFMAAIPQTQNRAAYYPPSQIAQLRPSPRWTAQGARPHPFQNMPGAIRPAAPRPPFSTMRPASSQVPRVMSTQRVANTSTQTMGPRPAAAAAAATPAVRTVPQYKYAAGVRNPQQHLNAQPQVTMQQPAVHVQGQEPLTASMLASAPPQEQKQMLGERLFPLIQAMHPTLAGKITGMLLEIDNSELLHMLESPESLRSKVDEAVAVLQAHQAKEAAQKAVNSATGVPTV
CSN deneddyl inh: blocks human CSN-mediated cullin deneddylation; Q92905; Purified CSN, SCF-Nedd8-OG deneddylation, fluorescence polarization; inhibition, % at 12.5 µM; 360,000 compounds, 0.38% hits; AID 651999;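 active = pattern-corrected inhibition above about 35%, with an unprinted fluorescence ratio check between 0.5 and 1.5, limit read from the data, passing the limit was not always enough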;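 also: 0% = enzyme with substrate and 100% = substrate without enzyme; some results filed as inactive read as strong as hits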
Target sequence (Q92905 whole entry, looked up, one chain of several): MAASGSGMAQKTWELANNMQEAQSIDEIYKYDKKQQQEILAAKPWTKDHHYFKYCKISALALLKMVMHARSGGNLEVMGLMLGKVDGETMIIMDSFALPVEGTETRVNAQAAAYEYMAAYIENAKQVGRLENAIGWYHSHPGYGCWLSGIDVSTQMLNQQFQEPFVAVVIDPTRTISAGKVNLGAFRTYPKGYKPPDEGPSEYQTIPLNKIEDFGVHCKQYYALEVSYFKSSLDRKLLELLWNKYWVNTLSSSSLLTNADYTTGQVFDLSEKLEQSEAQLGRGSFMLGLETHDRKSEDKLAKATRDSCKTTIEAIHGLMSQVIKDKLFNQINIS
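Test system: Human Csn5 produced in HEK293T cells | Compound: 12.5 µM single point | Times: 90 min, room temperature | Signal: Fluorescence polarization readout | Read-out basis: % inhibition of substrate cleavage by Csn5 | Controls: no-enzyme wells high, enzyme-with-substrate wells low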
Rin1 Abl inh: blocks binding of human Rin1 to Abl | 360,000 compounds, 0.4% hits | AID 588664 | P00519+Q13671 | TR-FRET Rin1/Abl binding, biochemical | inhibition, % at 7.35 µM; in the data active = inhibition above about 5%, passing the limit was not always enough
MT1-MMP act inh: inhibitors of human MT1-MMP activation | GFP/RFP ratio change, % at 20 µM | 360,000 compounds, 0.061% hits | HT1080 RFP-PRO-GFP cells, GFP/RFP ratio fluorescence, overnight; percent of plate control window, DMSO zero | AID 651647;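 active = GFP/RFP ratio change of at least 30% with cell ATP level not reduced by more than half and red fluorescence within 50% of control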; also: strong numbers were not always called active
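system = RFP-PRO-GFP reporter HT1080 cells | dosing = 20 µM single dose, 1% DMSO | timing = overnight cell settling, then overnight compound exposure, 37 °C, 5% CO2 | read-out basis = GFP/RFP fluorescence ratio | controls = DMSO and RFP-L50D-GFP cell wells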
The depositor's hits bear a star; i = inactive.

Start of the listing, in advance (7 entries):
SMILES | Rpn11 inh | bovine MsrA act | MsrA inh | eLon inh | FAS TE block | MLLE-PAM2 inh | CSN deneddyl inh | Rin1 Abl inh | MT1-MMP act inh
CCc1cccc(NC(=O)c2ccc(CNc3c(N4CCCC4)c(=O)c3=O)cc2)c1 | i | -1 | 1.0 | 1 | 13 | -9 | -4 | -2 | -1
COc1cc(CC(=O)NC(c2ccccc2)c2ccccc2)cc(OC)c1OC | i | -1 | -1.3 | 1 | 5 | -10 | -2 | 0 | -2
S=C(NCCCN1CCOCC1)Nc1cccc(Cl)c1 | i | -9 | 1.1 | -4 | 2 | -3 | -7 | -2 | -2
O=C(COc1ncnc2ccccc12)NCc1ccc2c(c1)OCO2 | i | -12 | -0.8 | -14 | -3 | -3 | -3 | 1 | 4
CSc1ncccc1C(=O)OCC(=O)N1CCOCC1 | i | -11 | 0.4 | -1 | -11 | 7 | -1 | -1 | 8
CC1(NC(=O)Nc2cccc3ccccc23)CCS(=O)(=O)C1 (stereo not given) | i | -8 | -0.6 | -2 | -4 | 5 | 9 | -2 | 4
COc1ccc(N2CC(C(=O)N/N=C/c3ccc(C)cc3)CC2=O)cc1 (stereo not given) | i | -1 | -0.6 | -4 | 2 | 10 | 1 | -1 | 2

The listing, previewed entries included:
SMILES | Rpn11 inh | bovine MsrA act | MsrA inh | eLon inh | FAS TE block | MLLE-PAM2 inh | CSN deneddyl inh | Rin1 Abl inh | MT1-MMP act inh
CCc1cccc(NC(=O)c2ccc(CNc3c(N4CCCC4)c(=O)c3=O)cc2)c1 | i | -1 | 1.0 | 1 | 13 | -9 | -4 | -2 | -1
COc1cc(CC(=O)NC(c2ccccc2)c2ccccc2)cc(OC)c1OC | i | -1 | -1.3 | 1 | 5 | -10 | -2 | 0 | -2
S=C(NCCCN1CCOCC1)Nc1cccc(Cl)c1 | i | -9 | 1.1 | -4 | 2 | -3 | -7 | -2 | -2
O=C(COc1ncnc2ccccc12)NCc1ccc2c(c1)OCO2 | i | -12 | -0.8 | -14 | -3 | -3 | -3 | 1 | 4
CSc1ncccc1C(=O)OCC(=O)N1CCOCC1 | i | -11 | 0.4 | -1 | -11 | 7 | -1 | -1 | 8
CC1(NC(=O)Nc2cccc3ccccc23)CCS(=O)(=O)C1 (stereo not given) | i | -8 | -0.6 | -2 | -4 | 5 | 9 | -2 | 4
COc1ccc(N2CC(C(=O)N/N=C/c3ccc(C)cc3)CC2=O)cc1 (stereo not given) | i | -1 | -0.6 | -4 | 2 | 10 | 1 | -1 | 2
CC(On1nnc2ccccc21)C(=O)N1CCN(Cc2ccccc2)CC1 (stereo not given) | i | -3 | 0.7 | 2 | -6 | -14 | -8 | 3 | 2
Cc1ccc(N(C(=O)CNC(=O)c2ccco2)C(C(=O)NC2CCCCC2)c2cccnc2)c(C)c1 (stereo not given) | i | 4 | -1.7 | -1 | -4 | 0 | 0 | 3 | 2
Cc1ccc(Oc2cc(NC(=O)CCCn3nc(C)c([N+](=O)[O-])c3C)cc([N+](=O)[O-])c2)cc1 | i | -3 | 0.2 | 6 | 31 | 6 | -1 | -2 | -4
O=C(CNS(=O)(=O)c1cccs1)N1CCc2ccccc2C1 | i | -1 | -0.7 | -2 | -5 | 11 | -5 | 1 | -1
CC1CN(c2nc3ccccn3c(=O)c2/C=C(\C#N)C(=O)N2CCOCC2)CC(C)O1 (stereo not given) | i | -1 | 0.0 | -4 | -2 | 18 | 6 | 1 | -4
CC(=O)Nc1ccc(S(=O)(=O)Nc2ccc(Nc3ccccc3)cc2)cc1 | i | -2 | 0.3 | 13 | 10 | 0 | 1 | -2 | 3
Cc1cc(C)c(S(=O)(=O)N2CCCCC2C(=O)O)c(C)c1 (stereo not given) | i | -2 | -0.5 | 0 | 8 | -10 | 0 | 4 | 4
CC(=O)C[C@H]1c2cc(C(F)(F)F)ccc2S(=O)(=O)N1C1CCCCC1 | i | 1 | -0.1 | -5 | 0 | 4 | -4 | 1 | -2
C[C@H]1CN([C@@H](C)CO)C(=O)CCCn2cc(nn2)CO[C@@H]1CN(C)C(=O)c1cc(-c2ccccc2)on1 | i | -5 | 1.2 | -7 | -10 | 5 | -4 | 4 | -1
O=C(Nc1nnc(Cc2ccccc2)s1)C1CCN(C(=O)c2ccco2)CC1 | i | -4 | -2.0 | -2 | -8 | 25 | 1 | -1 | 2
COc1cc(C2c3cc4c(cc3OC(Nc3ccc(C(=O)O)cc3)C2C)OCO4)cc(OC)c1OC (stereo not given) | i | -2 | 1.3 | -6 | -5 | -3 | -2 | 1 | 17
O=C1CC(C(=O)N2CCCc3ccccc32)CN1c1ccc(Cl)cc1 (stereo not given) | i | -2 | -0.6 | -4 | 2 | 15 | 0 | 2 | 0
CCN(CC)c1ccc(NC(=O)CSc2nnc3nc(C)cc(C)n23)cc1 | i | -4 | 1.7 | 2 | -7 | 16 | -1 | -1 | -1
COc1ccc(C2(CNC(=O)c3ccc(N)cc3)CCCC2)cc1 | i | -2 | 1.5 | -8 | -3 | -2 | 4 | 0 | -1
CCOC(=O)C1CCCN(CCC(=O)Nc2ccc(F)c(F)c2)C1 (stereo not given) | i | -1 | -0.7 | -9 | -4 | -4 | 3 | 1 | 3
CCOc1ccc(CCNC(=O)C(CC)n2nc(C)n3c(cc4sccc43)c2=O)cc1OCC (stereo not given) | i | -3 | -1.2 | -6 | -3 | 14 | 0 | 4 | -1
CCOc1ccc(NC(=O)C(C)Sc2nnnn2C)cc1 (stereo not given) | i | -3 | 1.1 | -12 | -7 | 4 | -2 | -1 | 8
COc1ccc(C(=O)NNC(=O)CSc2nnc(C)n2CC2CCCO2)cc1 (stereo not given) | i | -3 | 1.5 | -5 | -5 | 14 | 1 | -2 | -4
CCOc1ccccc1N1CCN(CC(=O)NCCc2ccc(S(N)(=O)=O)cc2)CC1 | i | -1 | -0.5 | -2 | -2 | 3 | 10 | 3 | 3
N#Cc1nc(N2CCCC2)nc(N2CCCC2)n1 | i | -2 | -0.1 | 1 | 0 | -4 | 4 | -1 | 12
COCCn1c(N)c(N(Cc2ccccc2)C(=O)CN2C(=O)NC(C)(c3ccccc3)C2=O)c(=O)[nH]c1=O (stereo not given) | i | -3 | -0.5 | -3 | -7 | -8 | -2 | -3 | -3
O=C(NCCN1CCCCCC1)C1CC(=O)N(CCc2ccccc2)C1 (stereo not given) | i | 1 | -0.5 | -6 | -6 | -6 | 0 | -2 | 3
Cc1nnsc1C(=O)N/N=C/c1c(F)cccc1Cl | i | -1 | 0.3 | -2 | -2 | 1 | -5 | -1 | 5
Cc1ccc(NC(=O)C(c2ccccc2)N2CCN(CC(=O)N3CCOCC3)CC2)cc1Cl (stereo not given) | i | -9 | 0.0 | 2 | 2 | -18 | -1 | 0 | 0
Cc1ccc(/C=N/NC(=O)C(C)Oc2ccccc2[N+](=O)[O-])s1 (stereo not given) | i | -3 | 0.8 | 17 | -6 | 2 | -10 | -4 | -8
COc1ccc(CCNC(=O)Cn2ccc3cc(S(=O)(=O)N4CCCC4)ccc32)cc1OC | i | 0 | 0.2 | 3 | -2 | -6 | -3 | 3 | 0
CC(=O)[C@@]1(O)CC[C@H]2[C@@H]3CCC4=CC(=O)CC[C@]4(C)[C@H]3[C@@H](O)C[C@@]21C | i | -5 | 0.1 | -13 | -6 | -1 | 4 | 1 | 4
COc1ccccc1-n1cnc2sc(-c3ccccc3)cc2c1=O | i | -2 | -0.2 | 4 | 0 | -1 | 6 | -4 | 1
Cc1c(C(=O)OCC(=O)N2CC(=O)Nc3ccccc32)oc2ccccc12 | i | -2 | 0.5 | 3 | 3 | -14 | 6 | -2 | -3
O=C(Nc1ccc(-c2nc3ccccc3[nH]2)cc1)c1ccc(N2C(=O)CCC2=O)cc1 | i | -9 | 1.3 | -4 | -6 | 8 | -1 | -2 | 0
CCOc1ccc(N2CC(C(=O)NC3=NCCS3)CC2=O)cc1 (stereo not given) | i | -6 | -0.9 | -9 | -5 | -9 | 4 | 3 | 0
CCn1c(C)nc2c1C(=O)c1ccccc1C2=O | i | 7 | -0.2 | -4 | -6 | 1 | -3 | -5 | 1
CC(C)(Oc1ccc(Cl)cc1)C(=O)Nc1ncccn1 | i | -10 | -0.8 | 11 | -4 | -1 | -3 | 5 | -3
COc1ccc(/C=C2\CN(Cc3ccccc3)C/C(=C\c3ccc(OC)cc3OC)C2=O)c(OC)c1 | i | -4 | 0.8 | -7 | 9 | -19 | 6 | 4 | -24
CCOc1ccc(S(=O)(=O)N(CC(N)=O)c2ccc(C)cc2)cc1 | i | -1 | 2.6 | 3 | -4 | -14 | -4 | 0 | 8
Cc1ccc(CNC(=O)C(=O)NCC2OCCCN2S(=O)(=O)c2cccs2)cc1 (stereo not given) | i | -4 | 1.8 | -1 | 0 | 2 | 0 | 1 | -6
CC(C)c1nc(=S)n(-c2ccccc2)[nH]1 | i | -7 | 0.2 | -3 | -13 | -8 | -5 | 0 | 5
CS(=O)(=O)NN1C(=O)c2ccccc2NC1c1ccccc1O (stereo not given) | i | -3 | 2.8 | 8 | -1 | -9 | -1 | -1 | 2
COc1ccc(NC(=O)C2CCCN2C(=O)Nc2cccc(F)c2)cc1 (stereo not given) | i | -9 | -0.6 | 3 | -7 | -11 | 3 | -3 | -5
O=C(CN1C(=O)C(=O)N(Cc2ccco2)C1=O)NC1CCCCC1 | i | -3 | 0.3 | -6 | -4 | -2 | 9 | 0 | -3
OCCNc1ncnc2c1ncn2[C@H]1CN(C2CCCC2)C[C@@H](CO)O1 | i | -2 | -0.1 | -2 | -10 | 1 | 1 | -2 | 0

Arranged by the number under Rin1 Abl inh (descending): 3 from the list above.
Compound	Rin1 Abl inh
CCOc1ccc(N2CC(C(=O)NC3=NCCS3)CC2=O)cc1 (stereo not given)	3
Cc1ccc(CNC(=O)C(=O)NCC2OCCCN2S(=O)(=O)c2cccs2)cc1 (stereo not given)	1
CCn1c(C)nc2c1C(=O)c1ccccc1C2=O	-5

(more compounds)
SMILES | Rpn11 inh | bovine MsrA act | MsrA inh | eLon inh | FAS TE block | MLLE-PAM2 inh | CSN deneddyl inh | Rin1 Abl inh | MT1-MMP act inh
O=C(CSc1ccc([N+](=O)[O-])cc1)Nc1cccc(S(=O)(=O)Nc2ccccc2F)c1 | i | -2 | 0.6 | 8 | 48 | 28 | 1 | 2 | 4
Nc1ncnc(N(c2ccccc2)C2CCCCC2)c1[N+](=O)[O-] | i | -3 | -1.2 | 1 | -3 | 24 | -5 | -2 | 2
C/C(N)=C(/C#N)C(=O)COC(=O)c1ccccc1Cc1ccccc1 | i | -5 | -1.2 | -1 | 17 | 8 | -2 | 0 | -1
CC1(C(=O)NCc2cccc3ccccc23)CCN1Cc1cccc2c1OCO2 (stereo not given) | i | -1 | 0.5 | 4 | 20 | 6 | -3 | -1 | -5

Single records, as listed above. Screens in order: Rpn11 inh | bovine MsrA act | MsrA inh | eLon inh | FAS TE block | MLLE-PAM2 inh | CSN deneddyl inh | Rin1 Abl inh | MT1-MMP act inh
O=C(CSc1ccc([N+](=O)[O-])cc1)Nc1cccc(S(=O)(=O)Nc2ccccc2F)c1 across the screens: i | -2 | 0.6 | 8 | 48 | 28 | 1 | 2 | 4
C/C(N)=C(/C#N)C(=O)COC(=O)c1ccccc1Cc1ccccc1 across the screens: i | -5 | -1.2 | -1 | 17 | 8 | -2 | 0 | -1

Source: PubChem BioAssay (several laboratories)
